ALDH1A1 block – inhibitors of human aldehyde dehydrogenase 1A1; Potency, µM (doses to about 75.3 µM), for inactives: at the top dose activity, negative = inhibition, actives largely listed as inhibitors; P00352; 220,000 tested, 7.3% active; Purified ALDH1A1, NADH fluorescence, propionaldehyde substrate; AID 1030; active means well fitted inhibition curve with a large enough effect, not every such curve was filed as active; inconclusive means small, poorly fitted or top-dose-only effect, or another doubt; inactive means no such curve, though single readings can be large or run the other way;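 further: plate controls were no enzyme wells and a reference inhibitor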
Target sequence (P00352 whole entry, looked up): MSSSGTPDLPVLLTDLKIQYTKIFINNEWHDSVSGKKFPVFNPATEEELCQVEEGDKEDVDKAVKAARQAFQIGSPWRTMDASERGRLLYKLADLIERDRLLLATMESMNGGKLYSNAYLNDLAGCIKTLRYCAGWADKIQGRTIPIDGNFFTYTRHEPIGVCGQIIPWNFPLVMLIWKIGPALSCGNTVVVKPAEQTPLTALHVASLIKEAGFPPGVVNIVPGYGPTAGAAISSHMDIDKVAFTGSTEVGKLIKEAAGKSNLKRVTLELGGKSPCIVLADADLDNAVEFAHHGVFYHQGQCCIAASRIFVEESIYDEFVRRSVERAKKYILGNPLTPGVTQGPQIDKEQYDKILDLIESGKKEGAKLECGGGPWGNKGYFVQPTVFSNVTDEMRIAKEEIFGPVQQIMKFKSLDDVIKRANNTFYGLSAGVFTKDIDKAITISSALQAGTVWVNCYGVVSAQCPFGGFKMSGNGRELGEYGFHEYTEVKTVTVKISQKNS
GAA inhib – blocks human lysosomal alpha-glucosidase; P10253; purified human GAA, 4-MU-alpha-glucoside fluorescence; Potency, µM (titrated, usually from 76.9 µM), for inactives: top-dose activity change, negative = inhibition, usual class: inhibitors; 200,000 tested, 0.005% active; AID 1466;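 further: plate controls were uninhibited enzyme wells for no effect and no-enzyme background for full effect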
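Compounds are titrated up to 77 uM against 4 nM human enzyme. Substrate 4-methylumbelliferyl-alpha-D-pyranoside (400 uM) reacts 20 min at room temperature in pH 5.0 buffer; liberated 4-methylumbelliferone is read at 440 nm.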
RGS12 GoLoco inh – RGS12 GoLoco-Gai1 interaction inhibition. P63096. Gai1:RGS12 GoLoco peptide FP, rhodamine, 10 min. Potency, µM (doses to about 61.6 µM), for inactives: at the top dose activity, negative = inhibition, actives largely listed as inhibitors. 230,000 tested, 0.44% active. AID 880; active means well fitted inhibition curve with a large enough effect, not every such curve was filed as active; inactive means no such curve, though single readings can be large or run the other way; further: on the % scale 0 is the no-effect control and ±100 the full control effect; nearly all actives have a fitted effect of over 30% in size; many of its hits are not listed in these tables
JMJD2E inh – inhibitors of human JMJD2E histone demethylase | Potency, µM (top dose mostly 57.1 µM), without a hit: at the highest dose activity change, negative = inhibition, hits mostly inhibitors | JMJD2E catalytic domain, FDH-coupled NADH fluorescence (FDH is formaldehyde dehydrogenase) | 230,000 tested, 1.6% active; active means well fitted inhibition curve with a large enough effect, not every such curve was filed as active; inconclusive means small, poorly fitted or top-dose-only effect, or another doubt; inactive means no such curve, though single readings can be large or run the other way;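 further: 0% = wells with enzyme and -100% = buffer wells without enzyme; nearly all actives have a fitted effect of over 50% in size; many of its hits are not listed in these tables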
Target sequence (B2RXH2 1-337 limits assumed): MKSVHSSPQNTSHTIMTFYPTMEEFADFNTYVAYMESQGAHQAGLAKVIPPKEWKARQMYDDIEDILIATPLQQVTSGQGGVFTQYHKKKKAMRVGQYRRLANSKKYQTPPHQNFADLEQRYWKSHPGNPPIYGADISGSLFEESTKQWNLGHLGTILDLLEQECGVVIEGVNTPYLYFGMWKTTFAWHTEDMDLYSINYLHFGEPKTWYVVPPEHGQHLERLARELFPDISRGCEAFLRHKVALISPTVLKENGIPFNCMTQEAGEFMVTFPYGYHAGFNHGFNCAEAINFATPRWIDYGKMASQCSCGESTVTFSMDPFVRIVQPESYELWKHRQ
GAA spleen mod – inhibits or activates alpha-glucosidase in human spleen homogenate | P10253 | human spleen homogenate, 4-MU-alpha-glucoside fluorescence | Potency, µM (series often up to 79.9 µM), inactives show at the highest dose activity change, negative = inhibition, usual class: inhibitors | 240,000 tested, 0.006% active | AID 2112;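 further: 0% = enzyme with vehicle and -100% = no enzyme basal signal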
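AC50 values come from Hill-equation fits of concentration-response data, normalized to no-enzyme and full-activity controls. Enzyme source: 1 ug human spleen homogenate; 1 mM fluorogenic 4-MU glucoside, pH 5.0 citrate buffer, 37 C, 40 min.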
GLA spleen mod – inhibits or activates alpha-galactosidase in human spleen homogenate | P06280 | human spleen homogenate, 4MU-alpha-Gal fluorescence, 40 min | Potency, µM (highest dose often 80 µM), for inactives: at the top dose activity change, negative = inhibition, hits mostly inhibitors | 240,000 tested, 0.008% active;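 further: 0% = enzyme with vehicle and -100% = no enzyme basal signal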
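Human spleen homogenate (1 ug) was the enzyme source, with 4-methylumbelliferyl-alpha-D-galactopyranoside (1 mM final) in pH 5.0 citrate buffer with 0.01% Tween-20. Compounds were titrated; after 40 min at 37C, NaOH/glycine stop, 4-MU fluorescence read; AC50 from Hill fits.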
GAA glycogen – GAA glycogen-cleavage inhibition or activation | P10253 | recombinant GAA, glycogen substrate, Amplex Red glucose oxidase fluorescence | Potency, µM (series often up to 76.4 µM), inactives show at the top dose activity change, negative = inhibition, actives largely listed as inhibitors | 300,000 tested, 0.38% active;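 further: 0% = full enzyme reaction and -100% = no-enzyme basal signal; the screen sought inhibitors and activators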
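Natural-substrate format: glycogen cleavage by 4 nM human enzyme, glucose read by Amplex Red coupling (Ex 573, Em 610 nm). Normalized to enzyme and no-enzyme controls.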
SMN2 splice up – increases expression of the SMN2 splice variant. 210,000 tested, 2.8% active. AID 1458. Potency, µM (series often up to 46.1 µM), for the others: at the top dose activity change, positive = activation, actives largely listed as activators. HEK293 SMN2-luciferase splicing reporter, luminescence, 30-36 h; further: % of control where 0% means no effect; nearly all actives have a fitted effect of over 55% in size
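HEK293 cells carry an SMN2 […]–luciferase reporter in which exon 7 inclusion puts luciferase in frame. Cells were plated 10-12 h before compound addition, then incubated 30-36 h at 37C. ONE-Glo luminescence was read; sodium butyrate at 4.5 mM final served as control.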
Active calls of the source: *; ? = inconclusive; · = no result given; & = joins results of further samples; [ ] = another dose, or the depositor's remark. Unless noted, the call rests on the fitted dose curve; in most records, active means well fitted curve in the direction sought with a large enough effect; inconclusive means small, poorly fitted or top-dose-only effect, or another doubt; inactive means no such curve, though single readings can be large; an effect the other way counts as inactive or inconclusive. Potency means the concentration at half of the fitted maximal effect. These rows are one share of the data; count on the stated rates, not on these rows.

SMILES | ALDH1A1 block | GAA inhib | RGS12 GoLoco inh | JMJD2E inh | GAA spleen mod | GLA spleen mod | GAA glycogen | SMN2 splice up
CNC(=O)c1oc(-c2ccccc2)nc1C | 15% | ? | 1% | 1% | -3% | -2% | 16% | -4%
O=C(c1ccc(COCC(F)(F)F)o1)N1CCCC1 | 1% | 8% | 5% | -3% | -2% | -6% | 10% | ·
O=S(=O)(NCc1ccc2c(c1)OCO2)c1cccc(S(=O)(=O)N2CCOCC2)c1 | 6% | -5% | · | 5% | -7% | -17% | 8% | ·
CCCC(c1nnnn1C1CCCCC1)N1CCN(C2CCCC2)CC1 (stereo not given) | -4% | 8% | 2% | 0% | -5% | -7% | 2% | 15%
CCc1sc(C(=O)NCc2ccccc2)cc1C | -7% | 3% | 0% | -3% | -11% | 0% | 5% | 3%
NC(=O)c1cc(Cl)cn(-c2ccccc2)c1=O | 8% | -6% | -6% | -8% | -8% | 25% | -16% | 0%
O=C(N/N=C/c1cc(Cl)cc([N+](=O)[O-])c1O)c1cc(-c2ccccn2)nc2ccccc12 | · | · | 24% | 22µM* | 2% | 6% | 2% | ·
Cc1ccc(CN2CCN(/N=C\C=C\c3ccccc3)CC2)cc1 | -5% | 5% | 7% | 5% | 3% | 7% | -12% | -19%
CN(Cc1ccno1)Cc1cn(Cc2ccccc2)nc1-c1ccc2c(c1)OCO2 | ? | 1% | 1% | 1% | -8% | -10% | -18% | ·
CCS(=O)(=O)c1ccc(O)c(NC(=O)COc2ccc(Br)cc2)c1 | ? | 7% | 19% | -12% | 1% | 2% | -1% | 1%
COc1ccc(NC(=O)CC2C(=O)N(c3ccc(OC)cc3)C(=O)N2C(C)C)cc1 (stereo not given) | 1% | 2% | 6% | 11% | 2% | 1% | -3% | 3%
CCOC(=O)C1CCN(C(=O)Nc2cccc(OC)c2)CC1 | · | · | 5% | -2% | -1% | -8% | 4% | ·
Cc1cccn2c(=O)c(/C=C(\C#N)C(N)=O)c(N3CCN(Cc4ccc5c(c4)OCO5)CC3)nc12 | ? | -11% | -6% | ? | -2% | 2% | 12% | -6%
CC(NC(=O)/C(C#N)=C/c1ccco1)c1ccccc1 (stereo not given) | · | · | 7% | 0% | -2% | 2% | -2% | ·
O=C1CCCN1CC(CN1CCOCC1)Sc1nnnn1-c1ccccc1 (stereo not given) | ? | 0% | 13% | -9% | -6% | 1% | -4% | -7%
CCCCN(CC)C(=O)Cc1c(C(=O)O)[nH]c2ccc(Cl)cc12 | -1% | 3% | · | -1% | 6% | 0% | -16% | ·
O=C(Nc1cccnc1)c1cc(-c2cccnc2)nc2ccc(Br)cc12 | 11% | -3% | 1% | 11% | -13% | 4% | -2% | -7%
CCN1CCCC1CNCc1cccc(OC)c1OCc1ccc(F)cc1 (stereo not given) | 0% | 1% | 4% | 7% | -6% | -7% | 5% | 2%
Cc1c(NC(=O)CSCc2c(F)cccc2Cl)c(=O)n(-c2ccccc2)n1C | ? | ? | 2% | 0% | 3% | 0% | 8% | 5%
O=C(Cn1cc(S(=O)(=O)Cc2ccccc2)c2ccccc21)Nc1ccccc1 | ? | -3% | 19% | ? | -1% | -6% | -2% | 9%
CC(=O)NC(CCC(=O)O)C(=O)O (stereo not given) | 3% | · | -4% | 5% | 14% | 15% | · | -4%
Cc1ccc(C)c(S(=O)(=O)Nc2ccc(S(=O)(=O)Nc3onc(C)c3C)cc2)c1 | ? | -8% | 11% | 6% | 2% | -2% | 7% | 9%
Cc1nn(-c2ccccc2)c2c1C(c1ccc(F)cc1)C(C#N)=C(N)O2 (stereo not given) | 3.5µM* | 0% | 7% | -23% | -10% | -16% | 0% | -3%
O=S(=O)(c1ccccc1)N1CCN=C1SCc1ccccc1Cl | -17% | -12% | 5% | -4% | -2% | 1% | -2% | ·
Cc1cccc(-c2nc(CSCC(=O)N3CCN(c4ccccn4)CC3)c(C)o2)c1 | -4% | 2% | 12% | -7% | -9% | 0% | 3% | -53%[inhibitor]
CC(=O)NCCNc1ncnc2ccc(-c3c(C)noc3C)cc12 | ? | · | -13% | · | 7% | 4% | · | ·
CS(=O)(=O)CCNCc1nc(-c2ccc3ncnc(Nc4ccc(OCc5cccc(F)c5)c(Cl)c4)c3c2)cs1 | -16% | · | -9% | ? | -1%&0% | 18%&21% | · | -8%
O=[N+]([O-])CC(=Nc1ccc(F)cc1)N/N=C\c1oc(O)c2ccccc12 | · | · | 34%[activator] | -11% | -2% | -9% | -18% | ·
COCCNC(=O)C(=O)NNC(=O)COc1ccc(OC)cc1 | 4% | 7% | -4% | 12% | 4% | 5% | -4% | ·
O=C(CSc1nc(-c2cccs2)cc(C(F)(F)F)n1)NCc1ccco1 | ? | 3% | 23% | ? | -6% | 2% | 3% | -8%
Cc1nc(CSc2nnc(Nc3cccc(C)c3C)s2)cs1 | 11% | -3% | 8% | 6% | 4% | -4% | 4% | -18%
COc1cccc(/C=C/C(=C2/C(=O)N(c3ccccc3)N=C2C)c2ccc(C)cc2)c1OC | 5% | ? | 4% | 2% | -6% | -1% | -1% | -26%
Cc1ccccc1C(=O)Oc1ccc(Br)cc1C(=S)N1CCCC1 | -14% | 6% | 2% | -6% | -6% | -9% | -2% | 5%
O=C(NC1CCCCCC1)c1ccc(N2CCCC2=O)cc1 | -2% | 1% | 9% | 4% | -5% | -13% | -4% | 13µM*
Cc1c(NS(=O)(=O)c2ccc3nc(COc4ccccc4Cl)[nH]c3c2)c(=O)n(-c2ccccc2)n1C | 3% | 10% | 9% | 1% | -14% | -11% | -3% | 20%
COc1ccc(NC(=O)c2oc3ccc(S(=O)(=O)N4CCOCC4)cc3c2C)cc1 | 21% | -10% | -16% | ? | 0% | -20% | 3% | -58%[inhibitor]
CCCc1ccc(OCc2nc(-c3ccc(NC(=O)c4cccs4)cc3)no2)cc1 | -8% | 8% | 12% | -2% | 7% | 9% | -3% | ?
CC(C)CC(=O)Nc1ccc(C(=O)NNC(=O)C(c2ccccc2)c2ccccc2)cc1 | ? | 4% | 3% | -2% | 7% | -15% | -2% | ?
Nc1nnc(SCC(=O)OCC(=O)Nc2ccc(Br)cc2)s1 | -13% | -1% | · | -9% | -17% | -2% | -1% | ·
COc1cc([N+](=O)[O-])cc(/C=N/NC(=O)c2cc(C)nc3ccccc23)c1O | · | · | 9% | 25µM* | -6% | -14% | 4% | ·

Profiles as entered above.
O=[N+]([O-])CC(=Nc1ccc(F)cc1)N/N=C\c1oc(O)c2ccccc12 is entered as ALDH1A1 block: ·; GAA inhib: ·; RGS12 GoLoco inh: 34%[activator]; JMJD2E inh: -11%; GAA spleen mod: -2%; GLA spleen mod: -9%; GAA glycogen: -18%; SMN2 splice up: ·
CC(=O)NCCNc1ncnc2ccc(-c3c(C)noc3C)cc12 is entered as ALDH1A1 block: ?; GAA inhib: ·; RGS12 GoLoco inh: -13%; JMJD2E inh: ·; GAA spleen mod: 7%; GLA spleen mod: 4%; GAA glycogen: ·; SMN2 splice up: ·

Continuation:
SMILES | ALDH1A1 block | GAA inhib | RGS12 GoLoco inh | JMJD2E inh | GAA spleen mod | GLA spleen mod | GAA glycogen | SMN2 splice up
CCOC(=O)C1CCCN(C(=O)C2CC(=O)N(c3ccc(C)cc3)C2)C1 (stereo not given) | -10% | -4% | 9% | -3% | 2% | 1% | 4% | ·
CCN(CC)C(=O)CSc1nnc(NC(=O)CCc2ccccc2)s1 | 3% | 4% | -33% | 16% | 4% | 3% | -9% | -14%
CSc1ccc(/C=N\NC(=O)COc2ccc(Cl)cc2Br)cc1 | ? | -4% | 7% | -13% | 17% | 16% | -6% | -16%
O=C(Nc1ccc(CN2CCCCC2)cc1)c1cccc(Br)c1 | 14% | ? | · | -1% | -5% | 0% | 9% | ·
Cc1ccc(NC(=O)CSc2nnc(-c3ccccn3)n2N)c(Br)c1 | · | · | 2% | 18% | 0% | 7% | -1% | ·
Oc1ccc2c(c1)OCC1c3cc4c(cc3OC21)OCO4 (stereo not given) | 12% | · | 3% | -5% | 7% | 10% | · | -1%
Cc1ccc(-c2c(C#N)c(N)nc3c2CCCC3)o1 | ? | 6% | 19% | ? | · | 2% | -15% | 8%
Cc1cc(Oc2ccccc2F)nc(NCc2ccccc2)n1 | 1% | -7% | 1% | 2% | 0% | 0% | -6% | -26%
Cc1ccc(C(=O)NCC(=O)Nc2ccccc2C(F)(F)F)cc1 | 20% | -4% | -1% | 1% | -2% | -3% | 0% | -2%
CCc1ccc(NC(=O)CSc2nnc(-c3cccs3)n2CC)cc1 | ? | 0% | 3% | -2% | -5% | 4% | 3% | -26%
CC1CCCN(C(=O)CSCC(=O)N=c2sc3ccccc3n2C)C1 (stereo not given) | -15% | 0% | -3% | -5% | -2% | 2% | -5% | -11%
CCNC(=O)c1ccccc1-c1nc(-c2ccccc2Cl)no1 | -5% | 5% | 11% | 0% | 6% | -1% | 1% | -14%
Cn1nnnc1SCc1cn2cccnc2n1 | ? | 4% | 1% | ? | 4% | 4% | -14% | -2%
N#CCC(=O)NCCCOC(=O)Nc1ccc(Cl)c(Cl)c1 | 1% | 10% | 1% | 0% | 4% | -10% | -2% | -20%
COc1ccc(-n2c(SCC(=O)O)nnc2-c2ccc(NC(=O)c3ccccc3)cc2)cc1 | · | · | -13% | 17% | 2% | -8% | 5% | ·
Cc1ccccc1-n1c(C)nnc1SCC(=O)N1CCc2ccccc2C1 | -6% | 6% | -8% | 4% | -4% | -1% | 3% | -7%
CCN1CCN(c2cc(C)c3cc(NC(=S)N4CCN(c5ccccc5F)CC4)ccc3n2)CC1 | 13µM* | -10% | 0% | ? | 4% | 5% | ? | 24%
Cc1c(C(=O)O)cccc1-c1ccc(/C=N/Nc2ccc(Br)cc2)o1 | ? | -1% | 8% | 7% | 0% | -1% | 4% | ·
CCOc1ccc(NC(=O)c2ccc(N)cc2)cc1 | 4% | 7% | 8% | 6% | -2% | -6% | 1% | ?
O=C(COc1ccccc1[N+](=O)[O-])NCc1cccnc1 | 5% | 10% | -1% | 3% | 1% | -4% | 1% | -15%
COc1ccc(CNC(=O)C2COc3ccccc3O2)c(OC)c1 (stereo not given) | ? | 2% | 2% | 11% | -2% | 8% | -11% | -2%
Cn1c(SCc2nc3ccccc3[nH]2)nnc1-c1cccs1 | -5% | -2% | 11% | 347% | -1% | 3% | 6% | 6%
